Assay outcomes: PubChem, Fisher Drug Discovery Resource Center
mcGAS MS inh: inhibitors of mouse cGAS | Q8C6L5 | recombinant mouse cGAS, cGAMP by RapidFire MS | inhibition, % at 12.5 µM | 130,000 compounds, 0.18% hits | AID 1259397;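 active = inhibition of cGAS enzyme activity at or above 60%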;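 also: enzyme stimulated by 45 bp dsDNA with ATP and GTP substrates; cGAMP share of summed cGAMP plus half ATP and half GTP signals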
Target sequence (Q8C6L5 whole entry, looked up): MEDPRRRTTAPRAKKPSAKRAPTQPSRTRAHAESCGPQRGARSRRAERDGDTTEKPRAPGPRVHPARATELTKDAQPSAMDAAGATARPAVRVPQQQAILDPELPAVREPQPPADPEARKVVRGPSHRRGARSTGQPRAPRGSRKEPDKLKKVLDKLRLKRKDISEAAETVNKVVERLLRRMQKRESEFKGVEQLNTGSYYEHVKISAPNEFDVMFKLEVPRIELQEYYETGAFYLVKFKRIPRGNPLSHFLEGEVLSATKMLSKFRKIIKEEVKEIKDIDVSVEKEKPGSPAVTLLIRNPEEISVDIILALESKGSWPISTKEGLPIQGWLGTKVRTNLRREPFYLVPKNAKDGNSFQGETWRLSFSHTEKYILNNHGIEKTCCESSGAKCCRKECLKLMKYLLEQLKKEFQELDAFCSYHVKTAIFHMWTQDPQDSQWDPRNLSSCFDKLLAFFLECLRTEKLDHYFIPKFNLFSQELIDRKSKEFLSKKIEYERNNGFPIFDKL
Active calls of the source: *; & = joins results of further samples; ! = repeats disagree.

SMILES | mcGAS MS inh
COC(=O)C1=C(C)Nc2nc(SCC(C)C)[nH]c(=O)c2C1c1ccc(F)cc1 (centres undefined) | -4
O=C(CN1C(=C(O)c2ccccc2)C(=O)c2ccccc2S1(=O)=O)c1ccccc1 | -3
COc1ccc(/C=C/c2cc(C(=O)O)ncn2)cc1Br | 14&19
CCc1nc(C)c(C(=O)N(C)CC2CCN(c3ccccc3)C2)o1 (centres undefined) | -16
COc1ccc(C2CCCN2C(=O)COc2ccccc2C)c(OC)c1 (centres undefined) | -4
O=C(C=Cc1cc(Cl)c2c(c1)OCO2)N1CCN(CCOc2ccccc2)CC1 | 14
O=C(NC1C=CS(=O)(=O)C1)c1csc(Cc2ccccc2)n1 (centres undefined) | -13
COc1ccccc1CNC(=O)C1(C)CCN1C(=O)C1(c2ccccc2)CC1 (centres undefined) | -13
C=CCNC(=O)N1CCN(c2ccc([N+](=O)[O-])cc2)CC1 | -3
NS(=O)(=O)c1ccc2c(c1)CCN2Cc1cccc2ccccc12 | -4
CCCCOc1ccc(S(=O)(=O)NC(=O)C2(C)CCN2C(=O)Cc2ccsc2)cc1 (centres undefined) | -8
O=C(NCCN1CCc2ccccc2C1)c1ccc2nc[nH]c2c1 | -3
CN(Cc1ccc(C#N)cc1)C(=O)c1cc(Cl)ccc1O | 2
Cc1ccc(C)c(N2N=C(C(=O)Nc3ccc(-n4cccn4)c(F)c3)CCC2=O)c1 | 1
COC(=O)c1ccc(NC(=O)N2CCCCC2CCn2ccnc2)cc1 (centres undefined) | -24
Cn1cc(S(=O)(=O)N2CCNCC2)cc1C(N)=O | -11
COc1ccc(C)cc1-c1ccc(C(N)=O)cn1 | -45
Cc1c(C(=O)NC2CCCN(S(C)(=O)=O)C2)sc2cccc(F)c12 (centres undefined) | -11
CCC(C)Nc1nc(N)c([N+](=O)[O-])c(N2CCN(CC)CC2)n1 (centres undefined) | -4
O=C(c1ccc(O)cn1)N1C[C@@H]2C3CCC(CC3)[C@@H]2C1 | -7
COc1cc(/C=C/c2ccccc2)ccc1NC(C)=O | -26
Cc1cc(C(=O)N2CCCC(N3CCN(c4cccc(Cl)c4)CC3)C2)nn1C (centres undefined) | 0
NC(=O)c1nnc2n1CCN(C(=O)c1ccccc1)C2 | -8
Cc1cccc(-n2nc([N+](=O)[O-])c(=Nc3ccc(Br)c(C)c3)n2O)c1 | 1
CC(NC(=O)C[n+]1cccc(Br)c1)c1ccccc1 (centres undefined) | -6
Continuation:
SMILES | mcGAS MS inh
CC(C)CC(c1nc(-c2cnn(C)c2)no1)N1CCCCC1=O (centres undefined) | -5
O=[N+]([O-])c1cc(C(F)(F)F)cc([N+](=O)[O-])c1N1CCCC(C(F)(F)F)C1 (centres undefined) | -6
CSc1nc2scc(-c3cccs3)c2c(=O)n1CC(C)C | -7
CCc1cnc(C)nc1NCCN(C)S(C)(=O)=O | -17
CCCCn1c(=O)[nH]c(=O)c2c1nc(CSC1CCCC1)n2CC | -33
CCC(CC)N1CC(C(=O)Nc2ccc(NC(C)=O)cc2)CC1=O (centres undefined) | -1
COc1ccc(C)cc1NC(=O)C(C)N1CCc2sccc2C1 (centres undefined) | -2
Cc1cccn2c(CN3CCCC3c3ccc(F)cc3)c(C(=O)N3CCOCC3)nc12 (centres undefined) | -1
C/C(=C/c1ccccc1)CNCc1cccc(C(N)=O)c1 | -8
Cn1cc(C(=O)NN2Cc3ccccc3C2=N)ccc1=O | 35
O=C(NC(C(=O)O)c1ccccc1)c1ccoc1 (centres undefined) | 2
C=CCn1c(C)cc(C(=O)CSc2n[nH]c(=O)n2CCC)c1C | -7
Cc1nn(C)c(C)c1C1CCCN1C(=O)c1ccc(C(N)=O)cn1 (centres undefined) | -7
O=C(NCC(=O)N1CCc2sccc2C1)c1ccccc1 | -14
COc1ccc(CCNc2ncnc3c2cnn3-c2ccc(F)cc2)cc1 | -7
O=S1(=O)c2ccccc2C2C1C1c3ccccc3S(=O)(=O)C21 (centres undefined) | -9
Cc1ncsc1CCC(=O)NCc1noc(-c2cccs2)n1 | -5
COc1cc(C2Sc3ccccc3N=C3COC(=O)C32)cc(OC)c1OC (centres undefined) | -15
COc1ccc(C2c3cccn3CCCN2Cc2cc(C)cc(C)c2)c(OC)c1 (centres undefined) | 0
CCC(=O)Nc1cccc(C(=O)N2CCC(O)(c3ccccc3C)C2)c1 (centres undefined) | -15
CCC1(CC)NC(=O)N(CC(=O)Nc2ccc(C)cc2F)C1=O | -3
c1ccc2c(c1)nc1n2CN(C2CCCCC2)CN1 | 2
Cc1noc(C(C)OC(=O)c2cc(C(C)(C)C)on2)n1 (centres undefined) | -9
COC(=O)c1cc(C)cc(N2CCCC2)c1C(=O)OC | -15
c1cc(CNCc2ccncc2)ccn1 | 26

Quoted at random: two records from the list.
SMILES | mcGAS MS inh
COc1ccc(C2c3cccn3CCCN2Cc2cc(C)cc(C)c2)c(OC)c1 (centres undefined) | 0
CCC(=O)Nc1cccc(C(=O)N2CCC(O)(c3ccccc3C)C2)c1 (centres undefined) | -15

Next structures.
SMILES | mcGAS MS inh
CC(C)(CNCc1ccn[nH]1)c1ccccc1 | 6
O=C(c1ccc(Cl)cc1)N1CCOC(c2ccccc2)C1 (centres undefined) | -5
FC(F)(F)c1cccc(CCNc2nncc(-c3ccccc3)n2)c1 | -7
COc1cccc2cc(-c3nnc(Nc4cccc(C(F)(F)F)c4)s3)c(=O)oc12 | -6
CCCN1CCCN(c2ccnc(C(=O)NCc3ccncc3)c2)CC1 | -33
COc1ccccc1-c1cnc(NC(C)=O)cn1 | -7
O=S(=O)(Nc1ncccn1)c1ccc(NC(=S)Nc2cccnc2)cc1 | -4
COc1cc(=O)n(-c2ccccc2C)nc1C(=O)Nc1ccccc1F | -27
CCOc1ccccc1C1c2[nH]c3ccccc3c2CCN1C(=O)c1nc2ncccn2n1 (centres undefined) | -12
O=c1[nH]c(CCl)nc2sc3c(c12)CCCC3 | 3
O=C(Cc1c(F)cccc1F)N1CCOC(COCc2cccc(C(F)(F)F)c2)C1 (centres undefined) | -3
O=C(c1cnc(NCC(O)c2ccc(F)cc2)c(Cl)c1)N1CCOCC1 (centres undefined) | -2
COC(=O)C1C(c2ccccc2)C(C(=O)OC)S(=O)(=O)CS1(=O)=O (centres undefined) | -27
CN(C1CCCCC1)S(=O)(=O)c1ccc(Br)cc1Cl | -7
O=C1N(CCc2ccccc2)C[C@@H]2C[C@@H](c3cccc4cnccc34)N3CCC[C@@]123 | -9
CCCCCCCCCCCCCCCC[N+](C)(C)C | 98*!
N=C1SCC(=O)N1c1ncc(Cc2ccc(Cl)cc2Cl)s1 | -6
COc1ccc2nc(N3CCCCC3)[nH]c2c1 | -7
CC(C)(O)C#Cc1ccc(C(=O)N2CCCC(C(=O)c3ccc4c(c3)OCO4)C2)o1 (centres undefined) | -6
CSc1ccc(NC(=O)CN(C)Cc2ccc3c(c2)OCO3)cc1 | -5
COC(=O)C1=C(C)NC(C)=C(C(=O)OCC(C)C)C1c1ccccc1[N+](=O)[O-] (centres undefined) | 65*!
CCc1sc(-c2nnc(CN3CCNC(=O)C3)o2)cc1C | -3
Cc1nc(C2CCCN(C(=O)c3cn(CC(N)=O)nn3)C2)sc1C (centres undefined) | -3
CC1=CC(=O)OC2C=C(OCCCCCCOC3=CC4OC(=O)C=C(C)C4C=C3)C=CC12 (centres undefined) | -3
COc1ccc(N2CCN(Cn3nnn(-c4ccc(OC)cc4)c3=S)CC2)cc1 | -11
Further compounds follow.
SMILES | mcGAS MS inh
Nc1c(NCC2CCCO2)c(=O)[nH]c(=O)n1Cc1ccccc1 (centres undefined) | -4
CCc1cccc(NC(=O)CNC(=O)c2ccc(Br)o2)c1 | 5
COc1ccc(OC)c(-c2ccc(=O)n(CC(N)=O)n2)c1 | -15
Cc1cc(C)c(NC(=O)CN2CCN(c3nccs3)CC2)c(Cl)c1 | -21
O=C(O)c1cccc(=O)n1CCOc1ccccc1Cl | -9
O=C(N=Nc1c(O)[nH]c2ccccc12)c1cc(-c2ccccc2)n[nH]1 | -2
O=C(Nc1cc2c(cc1Cl)OCCO2)N(CC1CCOC1)C1CC1 (centres undefined) | -9
COc1ccc(-c2ccc(=O)n(CCCNS(=O)(=O)c3cccnc3)n2)cc1 | 7
CCN(CC)c1cc(C)nc(Nc2ccc(NC(=O)CC(C)C)cc2)n1 | -6
Cc1cccc(C(=O)NCc2ccccc2N2CCOCC2)c1O | -15
Cc1ccc(-c2ccnc(-c3cccc(CN)c3)n2)c(C)n1 | 26
Fc1ccccc1-c1cnnc(NC2CCCN(Cc3ccccc3)C2)n1 (centres undefined) | -12
COC(=O)Nc1ccc2c(c1)C(=O)N(C)c1cc(C)ccc1O2 | 1
Cc1ccnc(SCCCn2c(N(C)Cc3ccccc3)nc3c2c(=O)[nH]c(=O)n3C)n1 | -7
c1ccc2ncc(-c3nccs3)cc2c1 | -16
CC(C)S(=O)(=O)NC(=O)C1(C)CCN1C(=O)C1(c2ccc(Cl)cc2)CC1 (centres undefined) | -7
[O-][n+]1onc2c1CCc1c-2nc(-c2ccccc2)n1O | -38
CCCC(C)NC(=O)c1cnn(-c2ccc(OC)nn2)c1CC (centres undefined) | -4
CCCNC(=O)C1(C)CCN(CCC(=O)c2ccc(F)cc2)C1 (centres undefined) | 9
c1ccc2c(c1)oc1c(NC3CCCCC3)ncnc12 | -38
CC(Cn1ccnc1)NCc1cccc(-n2cccn2)c1 (centres undefined) | -11
CCOC(=O)C1(C)CCN1C(=O)c1sccc1C (centres undefined) | 2
CCN(Cc1ccc(Cl)s1)C(=O)Cn1nnc(-c2ccccc2)n1 | -1
CCc1ccc(S(=O)(=O)Oc2c(Br)cc(Br)c3cccnc23)cc1 | -5
O=C(OC1CCCCC1=O)c1ccc(NS(=O)(=O)c2ccc(F)cc2)cc1 (centres undefined) | 3
Later entries:
SMILES | mcGAS MS inh
N#CC1C(=O)Nc2c(cnn2C2CCCC2)C12CCCCC2 (centres undefined) | 2
COc1cc(OC)cc(C(=O)Nc2ccc(F)c(-c3nnc4n3CCCCC4)c2)c1 | -2
CCOC(=O)C(C)Sc1ccc(NC(=O)C(C)C)nn1 (centres undefined) | 8
CCn1cc(C(=O)N2CCc3c([nH]c4ccccc34)C2)c(C)n1 | -13
Cc1nn(-c2ccc(Cl)nn2)c2c1C(c1ccccc1C(F)(F)F)CC(=O)N2 (centres undefined) | 0
C#CCOC(=O)CN1CCOCC1 | -15
Cc1ccc(C(C)C)c(OC(C)C(=O)N2CCN(c3nc(C)ns3)CC2)c1 (centres undefined) | -8
Cc1cc(C)n2c(SCC(=O)c3c(N)n(C4CC4)c(=O)[nH]c3=O)nnc2n1 | 4
CC(c1ccc2c(c1)OCCO2)N(C)C(=O)c1cc2n(n1)CCCN(C)C2 (centres undefined) | -35
CC(Sc1nnc(Nc2ccccc2F)s1)C(=O)NC(C)(C)C (centres undefined) | 1
CCOC(=O)c1sc(=NC(=O)c2ccc(S(=O)(=O)N(CC(C)C)CC(C)C)cc2)n(C)c1C | -6
CC1(C(=O)NCC2CCCCC2)CCN1C(=O)c1cccc(F)c1 (centres undefined) | 2
CC(/C=C1\N=C(c2ccccc2Cl)OC1=O)=C\c1ccccc1 | -6
Cc1ccnc(NCCn2cc(C3CC=CCC3)nn2)c1 (centres undefined) | -23&-3
O=C(c1ccc(-c2ccccc2)[nH]c1=O)N1CCCC(O)(CO)CC1 (centres undefined) | -7
CCC(C)(C)C1CCC2(CC1)NC(=S)N(CCC(C)C)N2 (centres undefined) | -5
c1ccc(C2CCN(CCn3ccnc3C3CC3)C2)cc1 (centres undefined) | -7
Cc1ccc(S(=O)(=O)NC(=O)C2(C)CCN2C(=O)c2ccco2)cc1 (centres undefined) | -7
COC(=O)c1ccc(/C=N\Nc2nnnn2-c2ccccc2)cc1 | -1
O=C(c1cn[nH]c1-c1ccccc1F)N1CCC2(CCCO2)CC1 | -21
COC(=O)c1nn(-c2ccccc2)nc1N | -5
Cc1cc(C)cc(N2CCCn3c2nc2c3c(=O)n(CCN3CCOCC3)c(=O)n2C)c1 | -2
CNc1ccc(C)cc1C(=O)N[C@H]1C[C@H]2CN(C)CCN2C1 | -26
CCONC(=O)c1sc2nc(CC)nc(C)c2c1C | -9
COc1cc(OC)c(CN2CCN(C3CCCCC3)C(CCO)C2)c(OC)c1 (centres undefined) | 13
CSc1ccc(CN(C)C(=O)c2ccc3c(c2)CCCC3)cc1 | -4
Cc1noc(-c2ccc(N3CCc4nnc(C5CCCO5)n4CC3)nc2)n1 (centres undefined) | -3
O=c1c2cc3c(=O)n(-c4ncn[nH]4)ccc3nc2ccn1CC1CCCO1 (centres undefined) | -6

In the list so far, these contain an aryl methoxy group.
SMILES | mcGAS MS inh
COc1ccc(/C=C/c2cc(C(=O)O)ncn2)cc1Br | 14&19
COc1ccc(C2CCCN2C(=O)COc2ccccc2C)c(OC)c1 (centres undefined) | -4
COc1ccccc1CNC(=O)C1(C)CCN1C(=O)C1(c2ccccc2)CC1 (centres undefined) | -13
COc1ccc(C)cc1-c1ccc(C(N)=O)cn1 | -45
COc1cc(/C=C/c2ccccc2)ccc1NC(C)=O | -26
COc1ccc(C)cc1NC(=O)C(C)N1CCc2sccc2C1 (centres undefined) | -2
COc1ccc(CCNc2ncnc3c2cnn3-c2ccc(F)cc2)cc1 | -7
COc1cc(C2Sc3ccccc3N=C3COC(=O)C32)cc(OC)c1OC (centres undefined) | -15
COc1ccc(C2c3cccn3CCCN2Cc2cc(C)cc(C)c2)c(OC)c1 (centres undefined) | 0
COc1cccc2cc(-c3nnc(Nc4cccc(C(F)(F)F)c4)s3)c(=O)oc12 | -6
COc1ccccc1-c1cnc(NC(C)=O)cn1 | -7
COc1cc(=O)n(-c2ccccc2C)nc1C(=O)Nc1ccccc1F | -27
COc1ccc2nc(N3CCCCC3)[nH]c2c1 | -7
COc1ccc(N2CCN(Cn3nnn(-c4ccc(OC)cc4)c3=S)CC2)cc1 | -11
COc1ccc(OC)c(-c2ccc(=O)n(CC(N)=O)n2)c1 | -15
COc1ccc(-c2ccc(=O)n(CCCNS(=O)(=O)c3cccnc3)n2)cc1 | 7
CCCC(C)NC(=O)c1cnn(-c2ccc(OC)nn2)c1CC (centres undefined) | -4
COc1cc(OC)cc(C(=O)Nc2ccc(F)c(-c3nnc4n3CCCCC4)c2)c1 | -2
COc1cc(OC)c(CN2CCN(C3CCCCC3)C(CCO)C2)c(OC)c1 (centres undefined) | 13

These rows are one share of the data; the hit share may differ from the screen's.
